Screening results as filed in PubChem.
TcdB GH inh – inhibitors of Clostridioides difficile toxin B glycohydrolase. P18177. actives 0.24% (n = 350,000). inhibition, % at 9.99 µM. TcdB glycohydrolase enzymatic assay, plate reader; in the data active = inhibition above about 10%
Target sequence (P18177 whole entry, looked up): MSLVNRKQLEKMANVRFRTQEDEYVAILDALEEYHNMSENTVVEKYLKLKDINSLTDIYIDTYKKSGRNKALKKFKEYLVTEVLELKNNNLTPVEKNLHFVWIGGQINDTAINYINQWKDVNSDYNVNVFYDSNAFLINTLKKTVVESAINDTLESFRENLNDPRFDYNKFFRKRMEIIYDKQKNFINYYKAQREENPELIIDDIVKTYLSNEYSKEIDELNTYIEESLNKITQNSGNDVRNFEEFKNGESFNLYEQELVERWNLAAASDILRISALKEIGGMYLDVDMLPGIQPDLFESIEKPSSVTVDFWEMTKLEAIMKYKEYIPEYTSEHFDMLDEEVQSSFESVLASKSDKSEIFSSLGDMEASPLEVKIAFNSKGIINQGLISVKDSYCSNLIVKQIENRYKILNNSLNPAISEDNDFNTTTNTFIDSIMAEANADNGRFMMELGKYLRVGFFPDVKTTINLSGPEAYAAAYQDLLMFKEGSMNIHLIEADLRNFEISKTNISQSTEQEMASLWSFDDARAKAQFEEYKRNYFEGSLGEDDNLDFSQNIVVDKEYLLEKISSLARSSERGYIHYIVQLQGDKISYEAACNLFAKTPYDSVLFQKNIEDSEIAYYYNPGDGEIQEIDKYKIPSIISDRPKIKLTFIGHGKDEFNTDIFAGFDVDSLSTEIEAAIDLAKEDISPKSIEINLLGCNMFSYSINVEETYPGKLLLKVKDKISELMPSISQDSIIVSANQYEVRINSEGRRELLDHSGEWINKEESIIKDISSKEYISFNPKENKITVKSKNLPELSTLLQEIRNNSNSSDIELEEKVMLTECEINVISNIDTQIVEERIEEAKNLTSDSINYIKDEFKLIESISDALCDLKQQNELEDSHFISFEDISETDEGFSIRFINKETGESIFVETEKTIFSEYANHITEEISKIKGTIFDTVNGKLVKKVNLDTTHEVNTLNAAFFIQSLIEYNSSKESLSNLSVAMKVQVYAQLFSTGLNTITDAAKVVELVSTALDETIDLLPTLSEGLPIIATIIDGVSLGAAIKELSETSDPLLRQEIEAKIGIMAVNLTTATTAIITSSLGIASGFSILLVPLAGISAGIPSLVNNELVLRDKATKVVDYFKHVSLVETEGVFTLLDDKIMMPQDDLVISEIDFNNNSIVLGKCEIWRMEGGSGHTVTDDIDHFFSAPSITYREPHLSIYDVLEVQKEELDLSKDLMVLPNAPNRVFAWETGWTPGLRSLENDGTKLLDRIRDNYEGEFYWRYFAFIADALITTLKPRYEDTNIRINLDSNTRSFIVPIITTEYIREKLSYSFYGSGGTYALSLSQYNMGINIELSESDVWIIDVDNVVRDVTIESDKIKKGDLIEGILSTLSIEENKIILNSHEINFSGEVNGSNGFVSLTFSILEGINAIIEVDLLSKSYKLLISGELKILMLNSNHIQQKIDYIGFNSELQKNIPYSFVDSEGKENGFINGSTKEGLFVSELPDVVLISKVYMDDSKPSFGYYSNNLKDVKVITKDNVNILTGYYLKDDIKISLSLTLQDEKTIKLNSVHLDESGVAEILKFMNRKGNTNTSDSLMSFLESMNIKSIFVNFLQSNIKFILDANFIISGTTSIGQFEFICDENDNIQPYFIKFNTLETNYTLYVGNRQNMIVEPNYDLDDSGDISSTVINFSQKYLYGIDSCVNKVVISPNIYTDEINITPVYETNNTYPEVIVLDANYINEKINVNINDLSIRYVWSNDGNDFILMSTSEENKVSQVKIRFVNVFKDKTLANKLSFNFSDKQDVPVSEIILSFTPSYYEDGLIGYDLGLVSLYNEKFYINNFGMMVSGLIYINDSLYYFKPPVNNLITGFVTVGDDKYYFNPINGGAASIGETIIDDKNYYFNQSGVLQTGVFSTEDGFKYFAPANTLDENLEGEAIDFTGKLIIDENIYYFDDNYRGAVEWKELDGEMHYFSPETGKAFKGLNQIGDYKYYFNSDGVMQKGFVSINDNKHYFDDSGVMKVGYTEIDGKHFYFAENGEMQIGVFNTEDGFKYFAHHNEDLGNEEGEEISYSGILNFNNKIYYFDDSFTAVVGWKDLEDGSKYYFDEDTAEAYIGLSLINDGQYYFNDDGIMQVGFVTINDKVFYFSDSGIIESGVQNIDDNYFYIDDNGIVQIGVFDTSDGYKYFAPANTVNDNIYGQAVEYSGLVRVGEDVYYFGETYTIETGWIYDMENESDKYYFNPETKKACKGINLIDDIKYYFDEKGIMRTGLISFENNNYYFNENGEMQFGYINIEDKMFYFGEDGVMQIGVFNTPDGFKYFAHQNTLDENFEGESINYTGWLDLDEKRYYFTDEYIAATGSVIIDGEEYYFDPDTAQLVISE
Active calls of the source: *; & = joins results of further samples. Not all compounds are listed; the hit share may differ from the screen's.

SMILES	TcdB GH inh
C[C@@H]1CN([C@H](C)CO)C(=O)c2cccc(N(C)C)c2O[C@H]1CN(C)C(=O)Nc1ccc2c(c1)OCO2	0.2
COc1ccc(CN(C)C[C@@H]2Oc3ccc(NS(=O)(=O)c4ccccc4)cc3C(=O)N([C@@H](C)CO)C[C@@H]2C)cc1	0.5
Cc1noc(C)c1NC(=O)Nc1ccc2c(c1)C(=O)N(C)[C@@H]1CC[C@H](CC(=O)NCc3ccc(Cl)cc3)O[C@H]1CO2	-0.7
COc1ccc(S(=O)(=O)Nc2ccc3c(c2)C(=O)N([C@H](C)CO)C[C@@H](C)[C@@H](CN(C)S(=O)(=O)c2ccc(F)cc2)OCCCC[C@H](C)O3)cc1	0.1
CC(C)NC(=O)N1[C@@H](CO)[C@@H]2c3ccccc3NC[C@@H]21	-1.3
C[C@@H]1CN([C@H](C)CO)C(=O)Cc2cc(NC(=O)Nc3ccc(C(F)(F)F)cc3)ccc2O[C@@H]1CN(C)Cc1ccc(C(=O)Nc2ccccc2N)cc1	-1.4
O=S(=O)(c1ccccc1F)N1CC[C@H]2[C@H](CO)Nc3ccc(-c4cccc(F)c4)cc3[C@H]21	-2.0
COc1ccccc1NC(=O)N[C@H]1CC[C@H](CC(=O)N2CCC(Cc3ccccc3)CC2)O[C@@H]1CO	-3.5
C[C@H]1CN([C@@H](C)CO)C(=O)c2cc(C3=CCCCC3)cnc2O[C@H]1CN(C)C(=O)c1ccc(F)cc1	0.5
C/C=C/c1ccc(C2[C@H]3CNC[C@@H]2N3S(=O)(=O)c2cccc(OC)c2)cc1 (some centres undefined)	-0.1&0.3
O=C(NCCc1ccncc1)[C@@H]1N[C@@H]2c3ccc(/C=C/c4ccccc4)c(=O)n3C[C@@H]2[C@H]1CO	-0.7
COc1cccc(S(=O)(=O)N(C)C[C@@H]2Oc3ncc(C#Cc4ccc(F)cc4)cc3C(=O)N([C@H](C)CO)C[C@@H]2C)c1	0.5
COCC(=O)N1C[C@@H]2[C@H](c3ccccc31)[C@H](CO)N2C(=O)C1CC1	-0.1
C[C@H]1CN([C@@H](C)CO)C(=O)c2cccc(N(C)C)c2O[C@@H]1CN(C)Cc1ccc(Cl)c(Cl)c1	-0.2
CCCC(=O)Nc1ccc2c(c1)C(=O)N(C)C[C@@H](OC)[C@@H](C)CN(C(=O)CN(C)C)[C@H](C)CO2	-0.6
COc1ccc2c3c(n(C)c2c1)[C@@H](CO)N(Cc1ccc(F)cc1)CC31CN(C)C1	0.8
O=C(Cc1ccccn1)NCC[C@@H]1CC[C@@H](NS(=O)(=O)c2ccc(Cl)cc2)[C@H](CO)O1	0.4
C[C@@H]1CN([C@H](C)CO)S(=O)(=O)c2ccc(C#Cc3ccccc3F)cc2O[C@@H]1CN(C)C(=O)Cc1ccncc1	0.0
CN1CCN(C(=O)C[C@H]2CC[C@H]3[C@@H](COc4ccc(NC(=O)C5CCC5)cc4C(=O)N3C)O2)CC1	-1.9
CO[C@H]1CN(C)C(=O)c2cc(NC(=O)C3CC3)ccc2OC[C@H](C)N(C(=O)c2ccccc2F)C[C@H]1C	0.4
C[C@@H]1CCCCO[C@@H](CN(C)C(=O)C2CCCCC2)[C@H](C)CN([C@@H](C)CO)C(=O)c2cc(NS(=O)(=O)c3ccccc3)ccc2O1	0.3
CCC(=O)N(C)C[C@H]1Oc2cc(-c3cccc(F)c3)ccc2S(=O)(=O)N([C@H](C)CO)C[C@@H]1C	-1.1
O=C(C[C@H]1CC[C@@H]2[C@H](COC[C@H](O)CN2S(=O)(=O)c2cccc(F)c2)O1)Nc1ccccc1	0.8
Cc1noc(C)c1NC(=O)Nc1ccc2c(c1)C(=O)N([C@@H](C)CO)C[C@@H](C)[C@@H](CN(C)C)O2	-0.3
O=C(C[C@@H]1C=C[C@@H](NC(=O)C2CCOCC2)[C@@H](CO)O1)NCC1CC1	-0.1

An excerpt of these results, as a markdown table.
| SMILES | TcdB GH inh |
| --- | --- |
| C[C@H]1CN([C@@H](C)CO)C(=O)c2cccc(N(C)C)c2O[C@@H]1CN(C)Cc1ccc(Cl)c(Cl)c1 | -0.2 |
| CCCC(=O)Nc1ccc2c(c1)C(=O)N(C)C[C@@H](OC)[C@@H](C)CN(C(=O)CN(C)C)[C@H](C)CO2 | -0.6 |

Carrying on:
SMILES	TcdB GH inh
COc1ccc(NC(=O)Nc2ccc3c(c2)CC(=O)N([C@@H](C)CO)C[C@@H](C)[C@@H](CN(C)Cc2ccncc2)O3)cc1	0.4
CS(=O)(=O)N1[C@@H](C#N)[C@@H](c2ccc(C#CC3CCCC3)cc2)[C@@H]1CO	0.6
C[C@@H]1CN([C@H](C)CO)C(=O)c2cc(NC(=O)Nc3cccc4ccccc34)ccc2O[C@@H]1CN(C)Cc1ccc2c(c1)OCO2	-0.1
C[C@H](CO)N1C[C@H](C)[C@H](CN(C)C)Oc2ccc(NC(=O)Nc3cccc4ccccc34)cc2CC1=O	-1.1
CN1C(=O)c2cc(NC(=O)c3cscn3)ccc2OC[C@@H]2O[C@@H](CC(=O)N3CCOCC3)CC[C@H]21	0.3
C[C@@H]1CN([C@@H](C)CO)C(=O)c2cc(NC(=O)Nc3ccc(C(F)(F)F)cc3)ccc2O[C@@H]1CN(C)C(=O)Nc1ccccc1	-1.0
O=C(Nc1ccc(Cl)cc1)N[C@H]1CC[C@@H](CCNC(=O)c2ccccc2F)O[C@@H]1CO	2.3
CNC[C@@H]1Oc2ncc(C#CCC3CCCC3)cc2C(=O)N([C@H](C)CO)C[C@@H]1C	-0.3
O=C(C[C@@H]1C=C[C@H](NC(=O)c2ccncc2)[C@H](CO)O1)NCCc1ccncc1	0.5
CCC(=O)N1[C@@H](CO)[C@H](c2ccccc2)[C@@H]1CN(C)C(=O)CN1CCOCC1	2.5
C[C@H](CO)N1C[C@H](C)[C@H](CN(C)S(=O)(=O)c2ccc(F)cc2)Oc2c(NC(=O)CCCCCC(=O)Nc3ccccc3N)cccc2C1=O	0.7
C[C@@H]1CN([C@@H](C)CO)C(=O)c2cc(NC(=O)NC3CCCCC3)ccc2O[C@@H]1CN(C)CC1CCCCC1	0.0
C[C@@H]1CCCCO[C@H](CN(C)C(=O)CCC(F)(F)F)[C@@H](C)CN([C@H](C)CO)C(=O)c2cc(NC(=O)Nc3ccc4c(c3)OCO4)ccc2O1	-1.1
C[C@H](CO)N1C[C@H](C)[C@H](CN(C)S(=O)(=O)c2ccccc2)Oc2c(NC(=O)C3CC3)cccc2C1=O	0.6
C[C@@H]1CN([C@@H](C)CO)C(=O)c2cccc(NC(=O)C3CC3)c2O[C@H]1CN(C)Cc1ccc(C(F)(F)F)cc1	0.8
COCC(=O)Nc1ccc2c(c1)[C@@H]1C[C@H](CC(=O)N[C@H](C)c3ccccc3)O[C@H](CO)[C@@H]1O2	-0.2
O=C(Nc1ccc(Cl)cc1)N[C@H]1CC[C@@H](CCn2cc(Cc3ccccc3)nn2)O[C@H]1CO	-1.9
C[C@H]1CN([C@@H](C)CO)C(=O)CCCn2cc(nn2)CO[C@@H]1CN(C)Cc1ccccc1C(F)(F)F	0.8
C[C@@H]1CCCCO[C@@H](CN(C)C(=O)C2CCCCC2)[C@H](C)CN([C@@H](C)CO)C(=O)c2cc(NC(=O)Nc3ccccc3)ccc2O1	-0.9
COc1ccccc1-c1ccc2c(c1)O[C@@H](CN(C)S(=O)(=O)c1ccc(C)cc1)[C@H](C)CN([C@H](C)CO)S2(=O)=O	-1.1
Cc1noc(C)c1NC(=O)N(C)C[C@@H]1Oc2ccc(NC(=O)Nc3cccc4ccccc34)cc2CC(=O)N([C@H](C)CO)C[C@@H]1C	0.6
CC(C)C(=O)Nc1ccc2c(c1)C(=O)N(C)[C@H]1CC[C@H](CC(=O)NCc3ccc(F)cc3)O[C@@H]1CO2	0.4
O=C(C[C@@H]1CC[C@H]2NC[C@@H](O)COC[C@@H]2O1)Nc1nccs1	0.5
COc1ccc(CN(C)C[C@H]2Oc3c(NC(=O)Nc4ccc5c(c4)OCO5)cccc3C(=O)N([C@@H](C)CO)C[C@@H]2C)cc1	-3.5
CCNC(=O)C[C@@H]1CC[C@H]2[C@@H](COc3ccc(NC(=O)Cc4cccs4)cc3C(=O)N2C)O1	-0.6

Exported with bars between the fields: entries from further up
Compound | TcdB GH inh
COc1ccc(NC(=O)Nc2ccc3c(c2)CC(=O)N([C@@H](C)CO)C[C@@H](C)[C@@H](CN(C)Cc2ccncc2)O3)cc1 | 0.4
CS(=O)(=O)N1[C@@H](C#N)[C@@H](c2ccc(C#CC3CCCC3)cc2)[C@@H]1CO | 0.6
C[C@@H]1CN([C@H](C)CO)C(=O)c2cc(NC(=O)Nc3cccc4ccccc34)ccc2O[C@@H]1CN(C)Cc1ccc2c(c1)OCO2 | -0.1

Continuation:
SMILES	TcdB GH inh
COc1cccc(S(=O)(=O)Nc2ccc3c(c2)[C@@H]2C[C@H](CC(=O)N(C)C)O[C@@H](CO)[C@@H]2O3)c1	-0.1
COc1ccccc1C#Cc1ccc2c(c1)[C@H]1[C@H](CCN1C(=O)c1ccncc1)[C@@H](CO)N2	1.7
N#C[C@@H]1[C@H](c2ccccc2/C=C/c2ccccc2)[C@H](CO)N1S(=O)(=O)c1ccccc1	1.1
CCNC(=O)C[C@@H]1CC[C@H]2[C@@H](COC[C@@H](O)CN2C(=O)c2cc(Cl)cc(Cl)c2)O1	1.7
COc1ccc(NC(=O)N(C)C[C@@H]2OCCCC[C@@H](C)Oc3ccc(NC(=O)Nc4ccc(F)cc4)cc3C(=O)N([C@H](C)CO)C[C@@H]2C)cc1	0.4
CCNC(=O)Nc1ccc2c(c1)C(=O)N(C)[C@H]1CC[C@@H](CC(=O)N[C@@H](C)c3ccccc3)O[C@@H]1CO2	-1.1
C[C@@H]1CN([C@H](C)CO)C(=O)c2cc(NC(=O)c3ccccc3)ccc2O[C@@H](C)CCCCO[C@@H]1CN(C)S(=O)(=O)c1ccccc1	-0.7
C[C@@H]1CN([C@@H](C)CO)C(=O)c2cccc(NS(=O)(=O)c3ccccc3)c2O[C@H]1CN(C)C(=O)Nc1ccc(C(F)(F)F)cc1	0.3
C[C@@H]1CCCCO[C@@H](CN(C)Cc2ccc(Cl)c(Cl)c2)[C@H](C)CN([C@@H](C)CO)C(=O)c2cc(NS(=O)(=O)c3cccs3)ccc2O1	-0.8
C[C@H]1CN([C@@H](C)CO)C(=O)c2cccc(NC(=O)Nc3ccc(F)cc3)c2O[C@H]1CN(C)C(=O)NC1CCCCC1	0.8
O=C(C[C@H]1C[C@@H]2c3cc(NC(=O)C4CCOCC4)ccc3O[C@@H]2[C@@H](CO)O1)NCC1CC1	-0.7
CO[C@@H]1CN(C)C(=O)c2cc(NC(=O)Cc3ccccc3)ccc2OC[C@H](C)N(C)C[C@@H]1C	0.7
O=S(=O)(Cc1ccccc1)N1CCCCN2[C@H](C1)[C@@H](c1ccc(C#Cc3ccccc3)cc1)[C@@H]2CO	-0.1
COc1cccc(C#Cc2ccc([C@@H]3[C@@H](CO)N(C(=O)C4CC4)[C@H]3C#N)cc2)c1	0.7
Cc1ccc(S(=O)(=O)N(C)C[C@@H]2OCCCC[C@@H](C)Oc3ccc(NC(=O)Nc4ccc(F)cc4)cc3C(=O)N([C@H](C)CO)C[C@H]2C)cc1	-0.2
C[C@@H]1CN([C@H](C)CO)C(=O)c2cccc(NC(=O)Nc3ccccc3)c2O[C@@H]1CN(C)CC1CCCCC1	0.2
CO[C@H]1CN(C)C(=O)c2ccc(NC(=O)c3ccccc3F)cc2OC[C@@H](C)N(C(=O)c2ccccc2F)C[C@H]1C	-0.7
CCOC(=O)OC[C@@H]1[C@@H]2NC(=O)N(C)[C@@]1(COCc1ccc(OC)cc1)Oc1ccccc12	0.3
COc1ccc(NC(=O)N(C)C[C@H]2Oc3ccc(NC(=O)Cc4cn(C)c5ccccc45)cc3C(=O)N([C@H](C)CO)C[C@@H]2C)cc1	-0.1
Cc1noc(C)c1NC(=O)Nc1ccc2c(c1)C(=O)N([C@@H](C)CO)C[C@H](C)[C@@H](CN(C)S(=O)(=O)c1ccc(F)cc1)OCCCC[C@@H](C)O2	0.1
C[C@H](O)C#Cc1cnc2c(c1)C(=O)N([C@@H](C)CO)C[C@@H](C)[C@H](CN(C)Cc1ccc(-c3ccccc3)cc1)O2	-4.1
COc1ccc2c3c([nH]c2c1)[C@@H](CO)N(C(=O)CN(C)C)CC31CCN(C(=O)c2cccnc2)CC1	-3.5
COc1ccc(S(=O)(=O)N(C)C[C@H]2Oc3ccc(NS(=O)(=O)c4c(C)noc4C)cc3C(=O)N([C@@H](C)CO)C[C@@H]2C)cc1	0.1
O=C(C[C@@H]1C=C[C@@H](NC(=O)Cc2cccnc2)[C@@H](CO)O1)NCc1ccc2c(c1)OCO2	-0.7
COc1ccc2c3c(n(C)c2c1)[C@@H](CO)N(C(C)=O)CC31CCN(C(=O)c2cnccn2)CC1	-0.6
C[C@H](CO)N1C[C@H](C)[C@H](CN(C)C(=O)Nc2ccc(C(F)(F)F)cc2)OCCCC[C@H](C)Oc2ccc(NS(=O)(=O)c3cccs3)cc2C1=O	0.3
COC(=O)[C@H]1[C@H](CO)[C@H]2Cn3c(ccc(-c4ccccc4)c3=O)[C@H]2N1S(C)(=O)=O	0.4
COc1cccc(C(=O)Nc2ccc3c(c2)C(=O)N(C)[C@@H]2CC[C@H](CC(=O)N[C@H](C)c4ccccc4)O[C@@H]2CO3)c1	2.0
O=C1CNC[C@H]2[C@@H](c3ccc(C#CC4CCCCC4)cc3)[C@H](CO)N12	0.7
CCS(=O)(=O)N1CC2(C1)[C@H](c1ccccc1)[C@@H](CO)N2CC1CCCC1	-1.0

A different layout for some results above.
SMILES,TcdB GH inh
C[C@@H]1CCCCO[C@@H](CN(C)C(=O)C2CCCCC2)[C@H](C)CN([C@@H](C)CO)C(=O)c2cc(NS(=O)(=O)c3ccccc3)ccc2O1,0.3
C[C@@H]1CN([C@H](C)CO)S(=O)(=O)c2ccc(C#Cc3ccccc3F)cc2O[C@@H]1CN(C)C(=O)Cc1ccncc1,0.0
Cc1noc(C)c1NC(=O)Nc1ccc2c(c1)C(=O)N([C@@H](C)CO)C[C@@H](C)[C@@H](CN(C)C)O2,-0.3
